# Bioassay records from PubChem.
# Vif-APOBEC3F blk: inhibitors of Vif-A3F interaction. 390,000 compounds, 0.2% hits. Potency, µM (titrated, usually from 46.1 µM), without a hit: at the top dose activity, negative = active. HeLa A3F-eYFP + Vif (tagged APOBEC3F with the HIV-1 protein that degrades it), YFP fluorescence increase; further: potency means the concentration at half of the fitted maximal effect; % of control where 0% means no effect; nearly all actives have a fitted effect of over 65% in size
#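 Fluorescence increase (Ex 488/Em 500-530) after overnight compound treatment at 37 deg C flags inhibition of Vif-driven A3F-eYFP loss in stable HeLa A3F-eYFP/Vif cells seeded overnight beforehand.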
# Glioma ERSR ind: ER stress response induction in glioma; AID 602332; U87-MG GRP78 promoter luciferase reporter, 16 h; 420,000 compounds, 0.02% hits; Potency, µM, for inactives: top-dose activation, most hits filed as activators; further: potency means the concentration at half of the fitted maximal effect; series mostly up to about 76 µM; % of control where 0% means no effect; nearly all actives have a fitted effect of over 35% in size
#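 Stably transfected U87-MG glioma cells carrying a GRP78-based luciferase sensor; 16 h compound incubation. Luminescence end-point read 10 min after Bright-Glo addition at room temperature.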
# RXFP1 agonist: RXFP1 (human) receptor agonism; Q9HBX9; HEK293T-RXFP1 cAMP TR-FRET, 30 min; response scale: percent of porcine relaxin response, buffer zero; Potency, µM (doses to about 57.5 µM), for the others: top-dose activation, usual class: activators; 370,000 compounds, 0.3% hits; AID 2676; further: potency means the concentration at half of the fitted maximal effect; on the % scale 0 is the no-effect control and ±100 the full control effect; nearly all actives have a fitted effect of over 60% in size; many of its hits are not listed in these tables
#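 Agonist response is measured as cAMP accumulation in an RXFP1-transfected HEK293T line under PDE4 inhibition. Values are scaled between buffer-only and 29 nM porcine relaxin, and EC50s come from standard Hill equation fits.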
# LDHA block: inhibitors of human lactate dehydrogenase A | P00338 | purified LDHA, NADH/diaphorase-resazurin fluorescence; stronger effect = lower value | activity change, % (values are at about 110 or 230 µM) | 480,000 compounds, 0.15% hits | AID 1347041; in the data active means activity change below about -30%; inconclusive means mostly about -25% to -30%;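 further: plate controls were DMSO wells for no effect and wells without enzyme for full effect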
#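 Remaining NADH was detected by diaphorase (0.133 mg/mL) converting 37 µM resazurin to fluorescent resorufin, read at 0 and 20 minutes. The preceding 5-minute room-temperature reaction used 2 nM LDHA, 0.2 mM sodium pyruvate and 0.06 mM NADH at pH 7.4.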
# D1 antagonist: antagonists of human D1 dopamine receptor; P21728; HEK293 TREx D1 cells, calcium flux, dopamine EC80; stronger effect = lower value; activity change, negative = inhibition, % at 10 µM; 360,000 compounds, 3.2% hits; AID 504652; in the data active means activity change below about -30%; further: on the % scale 0 is the no-effect control and ±100 the full control effect
# Target sequence (P21728 whole entry, looked up): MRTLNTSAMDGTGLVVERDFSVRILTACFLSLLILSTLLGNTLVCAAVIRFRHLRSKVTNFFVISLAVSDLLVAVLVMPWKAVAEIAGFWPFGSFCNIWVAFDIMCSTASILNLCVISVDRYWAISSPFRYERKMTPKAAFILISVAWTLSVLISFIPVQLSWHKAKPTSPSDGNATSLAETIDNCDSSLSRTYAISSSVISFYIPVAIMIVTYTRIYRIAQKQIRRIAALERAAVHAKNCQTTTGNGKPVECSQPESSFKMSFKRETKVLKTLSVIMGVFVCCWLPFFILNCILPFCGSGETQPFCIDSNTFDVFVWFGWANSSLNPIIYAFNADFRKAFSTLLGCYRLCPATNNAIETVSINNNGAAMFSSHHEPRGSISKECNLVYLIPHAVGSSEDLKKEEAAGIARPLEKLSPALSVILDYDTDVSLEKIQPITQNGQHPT
#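 Cells carrying a force-coupled, tetracycline-inducible human D1 receptor report calcium flux. Each well gets a 10 s baseline, compound with 180 s monitoring, then an EC80 dopamine stimulus with a second 180 s kinetic read.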
# Vif-APOBEC3G blk: Vif-A3G binding inhibition; Q9HC16; HeLa A3G-eYFP + Vif (tagged APOBEC3G with the HIV-1 protein that degrades it), YFP fluorescence, overnight; Potency, µM (series often up to 46.1 µM), for the others: top-dose activity, negative = active, actives largely listed as inhibitors; 410,000 compounds, 0.076% hits;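 further: potency means the concentration at half of the fitted maximal effect; on the % scale 0 is the no-effect control and ±100 the full control effect; nearly all actives have a fitted effect of over 60% in size; hits raise eYFP signal because A3G escapes Vif-driven loss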
#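 HeLa cells stably expressing Vif and C-terminally eYFP-tagged A3G, seeded overnight at 37 deg C, then exposed to compound by pintool overnight at 37 deg C. Rise in yellow fluorescence (Ex 488/Em 500-530, Acumen) marks blocked Vif-driven A3G degradation.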
# D2 PAM: positively modulates the human D2 dopamine receptor allosterically | potentiation, % at 10 µM | AID 485347 | HEK293 T-REx D2, calcium flux, EC20 dopamine potentiation | 340,000 compounds, 0.34% hits;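 active means potentiation over 3 SD above the plate norm, cut at about 30% in these data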; further: 0% is about no effect
# Target sequence (P14416 whole entry, looked up): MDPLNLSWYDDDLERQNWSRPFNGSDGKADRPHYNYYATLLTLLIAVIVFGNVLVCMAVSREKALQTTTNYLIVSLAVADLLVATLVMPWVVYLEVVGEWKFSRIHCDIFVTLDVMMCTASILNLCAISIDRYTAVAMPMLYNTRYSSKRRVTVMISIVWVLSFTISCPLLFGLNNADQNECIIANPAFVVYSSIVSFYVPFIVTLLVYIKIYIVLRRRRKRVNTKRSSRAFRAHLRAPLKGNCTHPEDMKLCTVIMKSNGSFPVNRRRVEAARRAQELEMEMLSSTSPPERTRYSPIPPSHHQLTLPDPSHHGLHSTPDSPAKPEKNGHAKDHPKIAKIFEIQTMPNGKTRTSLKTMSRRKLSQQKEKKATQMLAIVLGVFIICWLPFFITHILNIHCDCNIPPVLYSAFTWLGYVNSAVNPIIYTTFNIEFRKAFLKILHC
#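 Tetracycline-induced Hek293 Trex D2 cells, force-coupled to calcium, loaded with no-wash calcium dye. Compound added with 180 s kinetic read for agonism, then EC20 dopamine and a further 180 s read for potentiation.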
# D1 agonist: human D1 receptor agonism. P21728. HEK293 T-REx D1 cells, calcium flux, agonist mode. activation, % at 2 µM. 360,000 compounds, 1% hits; in the data active means activation above about 30%; further: 0% is about no effect
#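 Tetracycline-induced HEK293 TREx D1 cells, force-coupled to calcium signalling, were dye-loaded with a no-wash calcium kit. Compound was pin-added after a 10 s baseline. Fluorescence was read kinetically at 1 cycle/s for 180 s, with calcium rises flagged as agonism.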
# D1 potentiator: enhances dopamine response at the human D1 receptor. HEK293 TREx D1 cells, calcium flux, dopamine EC20 potentiation. potentiation, % at 10 µM. P21728. 360,000 compounds, 0.036% hits; in the data active means potentiation above about 30%; further: 0% is about no effect
# * = called active by the depositor; ? = inconclusive; . = not tested or not shown; & = joins results of further samples. Unless noted, the call rests on the fitted dose curve; in most records, active means well fitted curve in the direction sought with a large enough effect; inconclusive means small, poorly fitted or top-dose-only effect, or another doubt; inactive means no such curve, though single readings can be large; an effect the other way counts as inactive or inconclusive.
# A first look:
SMILES,Vif-APOBEC3F blk,Glioma ERSR ind,RXFP1 agonist,LDHA block,D1 antagonist,Vif-APOBEC3G blk,D2 PAM,D1 agonist,D1 potentiator
O=C1C(=O)N(CCN2CCOCC2)C(c2ccccn2)/C1=C(/O)c1ccccc1 (centres undefined),-10%,-5%,-1.8%,9,-5,2%,3,7,-5
COc1ccc(NC(=O)CN(C)C(=O)CCNS(=O)(=O)c2ccc(Br)cc2)cc1,-9%,-3%,-0.3%,-4&-8,-28,-5%,-11,1,-8
O=C(c1ccc(-c2ccccc2)cc1)C1CCCN(C(=O)Cn2cncn2)C1 (centres undefined),-5%,0%,0.4%,4,8,0%,5,4,0

# The listing (from the top)
SMILES,Vif-APOBEC3F blk,Glioma ERSR ind,RXFP1 agonist,LDHA block,D1 antagonist,Vif-APOBEC3G blk,D2 PAM,D1 agonist,D1 potentiator
O=C1C(=O)N(CCN2CCOCC2)C(c2ccccn2)/C1=C(/O)c1ccccc1 (centres undefined),-10%,-5%,-1.8%,9,-5,2%,3,7,-5
COc1ccc(NC(=O)CN(C)C(=O)CCNS(=O)(=O)c2ccc(Br)cc2)cc1,-9%,-3%,-0.3%,-4&-8,-28,-5%,-11,1,-8
O=C(c1ccc(-c2ccccc2)cc1)C1CCCN(C(=O)Cn2cncn2)C1 (centres undefined),-5%,0%,0.4%,4,8,0%,5,4,0
CSc1nc(N)c(C(=O)N(c2ccccc2)c2ccccc2)s1,-7%,-5%,.,-9,.,2%,.,.,.
COCCOC(=O)C(C#N)c1nc2ccccc2nc1N1CCCC1 (centres undefined),6%,-2%,1.3%,-1,10,0%,6,2,-3
COc1ccc(-c2c3c(=O)n(C)c(=O)n(C)c3c3c(-c4ccc(C)cc4)nc4ccccc4n23)cc1,-3%,-2%,-0.9%,-2,-15,3%,0,0,-7
O=C(c1cccc([N+](=O)[O-])c1)N1CCN(c2cccc(Cl)c2)CC1,-8%,-3%,-0.2%,-10,-24,?,0,1,6
O=C(CSc1cn(CC(=O)N2CCOCC2)c2ccccc12)Nc1ccccc1C(F)(F)F,6%,-3%,0.4%,0,-2,1%,2,2,-3
Cc1ccnc(NC(=O)C2CCC(CNc3c(N4CCCC4)c(=O)c3=O)CC2)c1 (centres undefined),-12%,-7%,0.1%,-2,10,-9%,.,0,-6
CCNC(=O)NC(=O)COC(=O)CCCc1nc2ccccc2s1,10%,-6%,2.6%,1,0,2%,12,3,3
Cn1c(C(=O)NCc2ccc(Cl)cc2)cc2c(=O)n(C)c3ccccc3c21,-8%,-2%,?,-7,3,4%,-1,-1,-2
O=C(CNc1ccc(Br)cc1)Nc1ccc(S(=O)(=O)N2CCCC2)cc1,-10%,-2%,-3.1%,-4,-7,-8%,-2,11,-18
O=C(COC(=O)C1(c2cccc(F)c2)CCCC1)NCc1ccc2c(c1)OCO2,3%,-3%,2.2%,5,-10,-2%,-9,5,-11
Cc1onc(-c2c(Cl)cccc2Cl)c1C(=O)N(C)Cc1ccccc1,-5%,-2%,0.5%,1,-25,1%,10,3,6
CCCC1(C(=O)OCC)NC(c2ccc(OC)cc2OC)C2C(=O)N(c3ccc4c(c3)OCCO4)C(=O)C21 (centres undefined),3%,-3%,2.8%,-9,-5,-2%,-4,1,-1
CC12CCC(C(=O)N(CC(O)CN3CCN(Cc4ccccc4)CC3)C1=O)C2(C)C (centres undefined),-2%,0%,-6.4%,-1,-5,5%,-13,0,-2
Cc1cc(=O)[nH]c2nnc(SCc3cccc(F)c3)n12,0%,-2%,0.8%,-3,.,6%,8,-5,1
Cc1ccc(/C=N\NC(=O)CCc2n[nH]c(=O)[nH]c2=O)o1,5%,-2%,-0.1%,0,-2,1%,50*,1,-6
CCCc1cc(=O)n2[nH]c(NC(=O)c3ccccc3Cl)nc2n1,-2%,-1%,0.2%,16,3,-3%,2,0,2
O=C(Cn1cc(S(=O)(=O)Cc2ccc(F)cc2)c2ccccc21)NCc1ccccc1Cl,1%,-3%,2.1%,-1,-22,-1%,1,36*,1
CC1Oc2ccccc2C=C1/C=N/NC(=O)[C@@H](C)NC(=O)OC(C)(C)C (some centres undefined),-13%,-2%,0.2%,-8,-14,-2%,-6,1,-5
COC(=O)c1scc(-c2ccc(C)cc2)c1S(=O)(=O)Nc1cccc(C(F)(F)F)c1,2%,-2%,23%,0,-6,1%,-17,0,2
CC(=O)Nc1ccc(S(=O)(=O)NC(CC(=O)NC2CCCCC2C)C(C)C)cc1 (centres undefined),-4%,-4%,-0.1%,-6,-9,1%,-2,1,-3
Cc1ccc(-n2ncc3c(SCc4ccccn4)ncnc32)c(C)c1,5%,9%,-0.9%,-9,-22,4%,0,2,-2
Cc1ccc(NCC(=O)N/N=C/c2cccc(Oc3ccccc3)c2)cc1,1%,7%,5.2%,-5,-9,-18%,-3,3,-1
COc1ccc(N(C(=O)CNC(=O)c2ccco2)C(C(=O)NC2CCCCC2)c2ccco2)cc1 (centres undefined),5%,-3%,2.4%,-4,2,2%,-4,1,-4
O=S(=O)(Nc1ccccn1)c1cccc(S(=O)(=O)c2ccc(Br)cc2)c1,-2%,-3%,-0.2%,-1,-9,4%,-12,3,-7
C[N+](C)(C)C(Cc1c[nH]c2ccccc12)C(=O)[O-] (centres undefined),.,.,0.0%,.,-3,.,-3,1,-10
CCC(CC)C(=O)Nc1cccc(C(=O)NCc2ccco2)c1,-1%,-4%,2.2%,0,11,-4%,-9,0,-3
COc1ccc(N2CCN(c3ccc(N4C(=O)COCC4=O)cc3[N+](=O)[O-])CC2)cc1,0%,3%,1.9%,-4,-31*,0%,13,9,-10
C(=NOCCc1ccccc1)c1cccnc1,0%,0%,.,-3,.,-5%,.,.,.
Cc1ccc(C(O)P(=O)(OCCC(C)C)c2ccc(N(C)C)cc2)cc1 (centres undefined),2%,-1%,0.4%,2,12,2%,-6,5,-4
CC(NS(=O)(=O)c1ccccc1)C(=O)NCCc1ccccn1 (centres undefined),-1%,-5%,-0.2%,-8,2,1%,5,4,-6
Cn1cc(C(=O)N2CCN(c3ccccc3)CC2)c(=O)c2cc(S(=O)(=O)N3CCOCC3)ccc21,-12%,2%,2.4%,-3,7,1%,12,3,0
Cc1cccc(NC(=O)Cn2nc(C)c3nn(-c4ccc(Cl)cc4)c(C)c3c2=O)c1C,-1%,-5%,18%,5,-11,4%,9,-1,-2
COc1ccc(C(=O)C2CCCN(C(=O)CSC)C2)cc1OC (centres undefined),0%,2%,0.0%,-7,18,-5%,-1,5,-1
COc1cc(CNCc2ccc(Br)cc2)cc(OC)c1,8%,-5%,2.9%,-15,-4,0%,11,82*,-8
CCC(=O)NC(C)c1cc(Cl)c2ccccc2c1O (centres undefined),3%,-6%,2.3%,2,.,-11%,-5,5,1
O=C(c1cccs1)N1N=C(c2ccccc2)CC1c1ccccc1O (centres undefined),17%,6%,1.2%,-12,-5,-14%,1,2,-2
O=C(O)C(O)Cc1c[nH]c2ccccc12 (centres undefined),-6%,-2%,5.1%,-2,14,-4%,.,4,-3
CCN1C(=O)C2(C(C#N)=C(N)Oc3c2c(C)nn3-c2ccccc2)c2ccccc21 (centres undefined),-3%,-3%,1.4%,28,4,1%,0,3,3
O=[N+]([O-])c1ccc(O)c(CN2CCCCCC2)c1,-1%,-2%,-3.7%,-19,6,-2%,-3,-1,11
CCCn1c2ccc(/C(C)=N\O)cc2c2cc(/C(C)=N/O)ccc21,-1%,-5%,3.7%,11,-2,-6%,.,1,-2
O=S1(=O)CCC(NC(=S)SCc2ccccc2Br)C1 (centres undefined),-4%,-8%,2.6%,-2,-63*,-4%,6,1,-15
Cc1occc1-c1nnc(SCC(=O)NC2CCCCC2)o1,1%,-4%,0.2%,1,-12,-4%,8,1,8
Cc1ccc(SC(C)C(=O)Nc2ccccc2-c2ccccc2)cc1 (centres undefined),-1%,-4%,0.7%,2,11,-1%,-1,7,-1
O=S(=O)([N-]c1nc2ccccc2nc1-n1cc[n+](Cc2ccccc2)c1)c1ccccc1,-6%,-2%,12%,-13,10,0%,-6,2,6
CCCC(=O)N1CCC(O)(c2cccc(F)c2)CC1,7%,-1%,3.3%,-2,11,1%,3,3,7
COc1ccc(S(=O)(=O)n2nc(OC(=O)c3ccc(C)cc3)cc2N)cc1,1%,-15%,0.2%,2,14,2%,9,3,-13
CCCCOC(=O)Nc1cc(Cl)ccc1C,0%,1%,2.4%,-5,-8,-4%,8,2,-4
NC(=O)c1ccsc1NC(=O)c1cccs1,-6%,1%,.,-4,.,-4%,.,.,.
O=C(Cn1cc([N+](=O)[O-])cn1)N1CCCc2ccccc21,-11%,0%,3.9%,-5,3,0%,1,0,-5
O=C(COC(=O)C1CC1)Nc1ccc(N=Nc2ccccc2)cc1,1%,-2%,2.9%,-4,-1,-11%,0,6,-4
CCc1nn(CC(=O)NCCC(C)C)c(=O)c2cc3c(OC)cccc3n12,-2%,-6%,-0.6%,-9,-7,-2%,8,0,2
COC(=O)CN1C(=O)C(O)(CC(=O)c2ccc(Br)cc2)c2ccccc21 (centres undefined),-3%,-4%,0.9%,0,5,5%,-7,0,3
CCOC(=O)c1sc(-c2ccc(F)cc2)cc1NC(=O)Nc1ccccc1OC,-3%,-3%,2.7%,-2,-7,-4%,-3,0,-9
COc1ccc(Cl)c(NC(=O)Cn2nnc(-c3ccccc3N)n2)c1,3%,-5%,1.9%,0,3,0%,0,4,-2
O=C(CSc1nnc(-c2cccnc2)n1-c1ccc(F)cc1)NCc1ccc2c(c1)OCO2,-4%,-5%,1.5%,-1,2,-5%,0,0,-4
Cc1cc(C)n(-c2nc(Nc3ccccc3C)nc(-n3nc(C)cc3C)n2)n1,.,.,1.2%,.,-13,.,-9,12,-8

# Some of the compounds tested; the hit share may differ from the screen's.
